Fam108B counter: mouse Fam108B serine hydrolase inhibitors, primary screen, counter-screen for RBBP9 inhibitor project, biochemical, fluorescence polarization | recombinant Fam108B, FP-Rh probe fluorescence polarization | inhibition, % at 9.51 µM | 300,000 compounds, 0.33% hits | AID 1947, 2009;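 active = inhibition above the screen mean inhibition plus 3 SD, computed separately per campaign, cut at about 18% in these data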;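 also: inhibitors lower polarization as less probe binds the enzyme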
VLA-4 inh: inhibition in human VLA-4 binding assay, primary screen, VLA-4 allosteric modulator project, MLPCN library, flow cytometry, VLA-4 expressing cells; Integrin alpha-4 (Homo sapiens), P13612; ligand binding flow cytometry; inhibition, % (about 7 µM as worked out from the volumes in the protocol); 330,000 compounds, 0.2% hits; in the data active = inhibition above about 50%
PME-1 inh: PME-1 inhibitors via competitive probe labeling, primary screen, biochemical, fluorescence polarization, FP-Rh probe, HTS; AID 2130, 2009; Protein phosphatase methylesterase 1 (Homo sapiens), Q9Y570; 320,000 compounds, 0.53% hits; recombinant PME-1; inhibition, % at 5.9 µM;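 active = inhibition above the campaign mean of all compounds plus 3 SD, cut at about 26% in these data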;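 also: competitive labeling of PME-1 active site by serine hydrolase directed probe; 0% = PME-1 with DMSO and 100% = wells lacking PME-1 enzyme; inhibitors block probe labeling so polarization falls and inhibition rises; many of its hits are not listed in these tables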
Target sequence (Q9Y570 whole entry, looked up): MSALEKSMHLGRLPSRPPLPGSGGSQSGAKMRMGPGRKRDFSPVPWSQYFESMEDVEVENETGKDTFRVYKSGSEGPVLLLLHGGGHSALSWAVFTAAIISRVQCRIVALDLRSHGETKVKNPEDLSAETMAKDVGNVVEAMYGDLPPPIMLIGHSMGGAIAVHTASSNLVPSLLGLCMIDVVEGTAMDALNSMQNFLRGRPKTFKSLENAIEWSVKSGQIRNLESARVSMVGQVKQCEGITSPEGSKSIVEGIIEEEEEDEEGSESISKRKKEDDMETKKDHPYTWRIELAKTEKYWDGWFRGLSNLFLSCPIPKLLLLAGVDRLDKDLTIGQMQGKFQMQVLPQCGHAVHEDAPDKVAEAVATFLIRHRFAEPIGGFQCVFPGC
Bcl-xL primary: inhibitors of human Bcl-xL, primary screen, biochemical, fluorescence polarization, HTS; Bcl-2-like protein 1 (Homo sapiens), Q07817; GST-Bcl-xL / FITC-Bim BH3 peptide fluorescence polarization; inhibition, % at 10.9 µM; 320,000 compounds, 0.7% hits;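 active = inhibition above the mean of all tested compounds plus 3 SD, cutoff set per campaign, cut at about 30% in these data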;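 also: 0% = DMSO wells and 100% = unlabeled Bim-BH3 peptide competitor; inhibitors lower millipolarization by displacing the labeled peptide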
Target sequence (Q07817 whole entry, looked up): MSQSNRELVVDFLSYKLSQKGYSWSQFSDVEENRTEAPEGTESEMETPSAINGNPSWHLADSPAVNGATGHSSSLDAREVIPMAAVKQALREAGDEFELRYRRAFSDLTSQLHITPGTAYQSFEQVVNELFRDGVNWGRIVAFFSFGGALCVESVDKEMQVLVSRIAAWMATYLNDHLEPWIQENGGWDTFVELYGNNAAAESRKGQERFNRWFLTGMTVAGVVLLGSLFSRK
GLD-1 TGE inh: GLD-1/TGE RNA complex disruptors, primary screen, biochemical, fluorescence polarization | Female germline-specific tumor suppressor gld-1 (Caenorhabditis elegans), Q17339 | 320,000 compounds, 0.44% hits | purified GLD-1 + fluorescein TGE RNA | inhibition, % at 5.96 µM;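 active = percent inhibition above a per-plate cutoff, the plate mean of test compounds plus 3 SD, cut at about 30% in these data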;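 also: 0% = DMSO wells with GLD-1 and probe and 100% = wells lacking GLD-1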
Target sequence (Q17339 whole entry, looked up): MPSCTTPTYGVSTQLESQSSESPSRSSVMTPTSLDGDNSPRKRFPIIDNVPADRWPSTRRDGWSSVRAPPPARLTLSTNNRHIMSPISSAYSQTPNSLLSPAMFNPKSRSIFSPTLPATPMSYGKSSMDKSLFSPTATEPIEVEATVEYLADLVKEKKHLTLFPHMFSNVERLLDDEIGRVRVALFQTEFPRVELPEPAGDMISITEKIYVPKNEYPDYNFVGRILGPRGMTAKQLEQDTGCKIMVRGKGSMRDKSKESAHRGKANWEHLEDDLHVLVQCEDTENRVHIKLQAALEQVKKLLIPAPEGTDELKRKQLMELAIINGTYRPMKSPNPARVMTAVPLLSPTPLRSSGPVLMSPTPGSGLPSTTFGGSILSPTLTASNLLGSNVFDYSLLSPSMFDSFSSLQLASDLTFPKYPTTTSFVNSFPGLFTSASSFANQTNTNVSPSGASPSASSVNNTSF
MCL1 BIM primary: inhibitors of MCL1 binding to BIM-BH3, primary screen, biochemical, fluorescence polarization; AID 2057, 2009; 320,000 compounds, 0.68% hits; inhibition, % at 10.9 µM; GST-MCL1 / FITC-Bim-BH3 fluorescence polarization;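 active = inhibition above the mean inhibition of all tested compounds plus 3 SD, set per campaign, cut at about 40% in these data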;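 also: 0% = DMSO wells and 100% = unlabeled Bim-BH3 peptide control; higher means more loss of mP so more displacement of Bim peptide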
Efflux pump inh: inhibitors of Candida efflux pumps in yeast, primary screen, S. cerevisiae, Nile Red, multiplex; S. cerevisiae Candida pump triplex; 330,000 compounds, 0.44% hits; AID 485275, 2010; inhibition, % at 10 µM;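 active = plate passing quality check with inhibition over a set limit, or well fluorescence over plate mean plus 4 SD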;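 also: Nile Red retained in pooled yeast measured as flow cytometry median fluorescence; 0% = buffer negative control and 100% = Enniatin B positive control; higher means more Nile Red kept so more efflux inhibition; some compounds called inactive have numbers as strong as hits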
GRK2 aptamer HTS: compounds blocking aptamer binding on GRK2 – biochemical, human GRK2, bead flow cytometry, HTS, primary screen | Beta-adrenergic receptor kinase 1 (Homo sapiens), P25098 | FAM-aptamer displacement from GRK2 | inhibition of aptamer binding, % at 10 µM | 330,000 compounds, 0.59% hits | AID 488847, 2010;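 active = inhibition of aptamer binding above 40%, roughly 3 SD of noise, on plates passing a quality check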;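 also: median bead fluorescence of bound FAM aptamer so fluorescent compounds give negative values; no value below 0 was filed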
MEX-5 binding: MEX-5 zinc finger RNA-binding disruptors – biochemical, C. elegans, fluorescence polarization, MLPCN library, primary screen. 300,000 compounds, 0.38% hits. AID 1832, 2009. Zinc finger protein mex-5 (Caenorhabditis elegans), Q9XUB2. MEX-5/FITC-TCR2 RNA binding; active compounds read low. activity score (negative = inhibition of binding), % at 10 µM;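 active = inhibition past about -25% in most replicates, and total fluorescence under double the plate's negative control median, limit read from the data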;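 also: 0% = DMSO and -100% = 5 µM competing unlabeled TCR2 RNA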
* marks the source's active call; other numbers are inactive results; / = not tested or not shown. Some of the compounds tested, so the mix of outcomes need not match the whole.

#	SMILES	Fam108B counter	VLA-4 inh	PME-1 inh	Bcl-xL primary	GLD-1 TGE inh	MCL1 BIM primary	Efflux pump inh	GRK2 aptamer HTS	MEX-5 binding
1	C=CCNc1nc(Nc2ccc(OC)cc2)nc(OCC)n1	-0.6	5.5	-0.9	4.6	2.3	2.5	0.0	0.0	-0.2
2	COCCCNC(=S)N1CCN(c2nc(-c3ccc(F)cc3)cs2)CC1	3.1	1.9	7.9	9.0	-0.7	13.5	-0.3	2.0	-2.3
3	Cc1ccc(OCc2cc(C(=O)N(CCO)Cc3cccs3)no2)cc1C	-1.1	4.3	5.5	3.0	6.9	7.6	2.2	1.0	0.1
4	COc1ccc(C)cc1S(=O)(=O)NC1CC1	1.0	14.3	-10.2	5.5	6.6	0.2	0.5	3.0	-2.1
5	CCCC(=O)N1CCN(c2ccc([N+](=O)[O-])cc2Cl)CC1	2.1	4.1	4.6	3.0	3.2	13.2	0.1	0.0	1.7
6	O=C(N/N=C/c1ccccc1C(=O)O)c1ccccc1Br	-4.2	9.3	-1.1	-2.1	-5.4	-3.2	0.3	2.0	-0.4
7	CCOC(=O)C1=C(N)Oc2c(oc(CO)cc2=O)C1c1c(F)cccc1Cl (stereo unspecified)	-0.3	-3.2	0.7	9.3	5.5	5.9	0.0	2.0	-1.7
8	CC1CCCCN1S(=O)(=O)c1ccc(S(=O)(=O)N2CCCC2)cc1 (stereo unspecified)	5.2	1.9	-1.2	3.3	2.8	3.1	0.1	0.0	2.7
9	CC(=O)c1cccc(NC(=O)COC(=O)CCNS(=O)(=O)c2ccccc2)c1	/	10.8	/	/	3.0	/	-0.3	0.0	/
10	c1ccc(-c2c3ccccc3nc3[nH]c4ccccc4c23)cc1	-2.9	-17.9	-21.2	4.2	3.7	7.8	0.0	0.0	0.5
11	Cc1ccccc1OCCNC(=O)c1ccc2ccccc2n1	4.8	2.6	2.4	-2.5	3.2	-10.1	0.1	4.0	-0.4
12	Cc1nn2c(NCCCN(C)C)c3c(nc2c1-c1ccccc1)CCCC3	2.5	14.4	3.0	3.4	-1.5	2.2	0.0	0.0	0.0
13	CN(C)C(=O)CCC(=O)N(C)CC1CCCN(CCc2ccc(F)cc2)C1 (stereo unspecified)	0.7	-3.9	2.3	-1.0	5.7	6.5	0.0	0.0	0.4
14	O=c1nc(N(c2ccccc2)c2ccccc2)[nH]c(=O)[nH]1	-3.0	9.9	3.7	-0.5	2.9	-3.6	-0.1	0.0	0.2
15	O=C(Oc1ccc(Cl)c2cccnc12)N1CCCCCC1	-2.6	-7.9	4.0	1.4	4.7	4.0	0.0	2.0	0.2
16	Cc1ccc(C(C)C)cc1OCCn1cncn1	-1.0	9.7	3.2	-0.9	7.2	-0.2	0.0	0.0	0.2
17	O=C1c2cccnc2C(=O)N1Cc1cccs1	-0.9	-12.1	0.2	4.6	2.5	9.0	0.0	0.0	-2.3
18	COc1ccc(OCC(=O)Nc2ccccc2-c2ccccc2)cc1	-0.7	3.5	2.8	1.2	-2.3	3.1	0.0	2.0	-2.2
19	O=C(Nc1cccc(C(F)(F)F)c1)Oc1ccc(Cl)c2cccnc12	-15.1	-0.5	-24.1	3.1	-2.6	3.7	0.3	8.0	0.5
20	COc1ccc(CNC(=O)/C(C#N)=C2\N=C(NC(=O)c3cccs3)c3ccccc32)cc1	6.9	-34.6	5.5	-4.5	-1.2	-18.7	0.0	5.0	-6.5
21	CCOC(=O)C(Cc1ccccc1)NC(=O)CCc1nnc2ccc(N3CCOCC3)nn12 (stereo unspecified)	-0.1	-1.9	-1.8	1.9	0.9	4.4	-0.1	3.0	-3.3
22	Cc1ccc(S(=O)(=O)N2CCN(S(=O)(=O)N3CCOCC3)CC2)cc1C	2.8	-2.0	4.1	-0.5	10.3	4.0	0.1	0.0	1.8
23	COc1cc(CNCC(O)c2ccccc2)ccc1OCc1ccc(Cl)nc1 (stereo unspecified)	6.4	-7.9	2.7	5.1	-6.4	2.9	-0.1	0.0	-2.5
24	CC(=O)c1sc(NC(=O)CCN2C(=O)C3CC=CCC3C2=O)nc1-c1ccccc1 (stereo unspecified)	/	-6.0	-3.6	-2.0	-0.9	-5.4	0.0	0.0	/
25	CN(C)Cc1cccc([N+](=O)[O-])c1O	0.4	-10.1	0.0	2.9	2.7	-4.6	-0.1	0.0	-0.5
26	O=S(=O)(NCCc1ccncc1)c1ccccc1	3.5	-8.0	-5.6	-2.9	-6.7	-1.4	0.4	2.0	1.8
27	COCCNC(=O)c1ccccc1NC(=O)Cc1ccccc1[N+](=O)[O-]	2.7	4.8	-2.2	6.6	-6.0	3.8	-0.2	0.0	0.8
28	CCn1c(C)nc2cc(C(=O)NNC(=O)c3ccc(Cl)nc3)ccc21	-1.8	-2.5	-5.9	2.5	-5.0	5.0	-0.1	1.0	0.0
29	Cc1ccc(C(=O)N2CCN(c3ccc(C(F)(F)F)cn3)CC2)c(C)c1	-1.2	5.3	-2.5	5.1	1.0	-6.4	0.1	0.0	1.8
30	CC(C)(C)[C@H]1COC(=O)[C@@H](Cc2ccc(F)cc2)C/C=C\C[C@@H](CC(=O)N[C@H](CO)Cc2ccccc2)C(=O)N1	/	-18.9	/	/	0.1	/	-0.3	11.0	/
31	CCOC(=O)c1cnc(SCC(=O)NNC(=O)c2ccco2)nc1N	1.1	1.6	7.1	-0.2	-0.2	-2.2	0.0	2.0	-1.2
32	O=C(Cc1n[nH]c(=O)c2ccccc12)NCc1ccccn1	-5.1	1.6	-5.1	4.2	-0.2	-0.2	0.0	3.0	2.2
33	COc1cccc(OCC(=O)N(C)Cc2nc(-c3cccc(C)c3)no2)c1	3.2	-9.1	4.9	-4.5	1.2	1.6	0.0	2.0	-2.2
34	CN1CCN(CCCNC(=O)CCN2C(=O)COc3ccccc32)CC1	-0.5	18.2	-0.6	6.8	3.2	4.1	-0.1	0.0	-0.1
35	Nc1nonc1-c1nc2ccccc2n1CCC(=O)O	3.7	-15.5	-1.8	0.5	0.2	4.5	0.1	2.0	-1.6
36	O=C(Nc1ccc2c(c1)CCC2)c1cc(S(=O)(=O)N2CCN(c3ccccc3)CC2)ccc1Cl	-47.4	2.3	-43.0	-37.0	-59.3	-78.1	0.3	0.0	1.6
37	O=C(Cn1c(=O)oc2ccccc21)NC(=O)NCc1ccccc1	2.7	8.0	-0.1	-8.2	2.0	-16.6	0.0	4.0	0.8
38	CCOc1ccc(-c2nc(CS(=O)(=O)CC(=O)NCc3ccc(F)cc3)c(C)o2)cc1	3.1	-3.6	-5.0	1.1	-1.1	-1.0	0.1	3.0	4.7
39	COc1ccc(O)c(C(=O)c2cnn(C(=O)c3cccc(N(C)C)c3)c2)c1	/	-4.0	/	/	4.9	/	0.1	1.0	/
40	O=C(Nc1cccnc1)Nc1ccc2c(c1)OCO2	0.9	-2.4	11.6	6.8	8.8	-0.5	-0.3	0.0	-3.1
41	COc1cc(C)ccc1OCCOCCOc1ccc(C)cc1[N+](=O)[O-]	-0.7	7.6	-1.5	2.7	5.0	7.0	0.1	19.0	0.3
42	CCC(=O)N1c2ccc(S(=O)(=O)CCC(=O)N3CCn4c3nc3ccccc34)cc2CC1C (stereo unspecified)	1.6	0.0	-2.3	1.1	-0.3	6.8	0.3	0.0	-1.6
43	O=C(CCCCCN1C(=O)c2ccccc2C1=O)Oc1ccc2c3c(c(=O)oc2c1)CCC3	0.1	17.7	6.3	4.9	1.2	0.7	0.2	2.0	1.0
44	O=C(C1CCN(S(=O)(=O)c2cccc3nsnc23)CC1)N1CC=C(c2ccccc2)CC1	-2.4	26.8	16.4	7.6	5.9	9.8	0.1	2.0	2.2
45	Cc1oc(C(=O)Nc2ccc(O)cc2)cc1COc1ccccc1	-2.4	2.2	6.0	4.0	-1.0	3.6	0.0	3.0	/
46	CCOc1cccc(NC(=O)C2CCCN(S(=O)(=O)c3ccc(OC)cc3)C2)c1 (stereo unspecified)	-0.4	-2.1	-1.2	-2.6	5.4	2.5	0.1	1.0	-0.3
47	O=C(CCC(=O)NNC(=O)COc1ccc(Br)cc1)NCc1ccccc1	-2.7	20.1	-3.1	1.3	0.5	-0.3	0.2	1.0	-1.9
48	CCOC(=O)c1c(C)[nH]c(C(=O)NNC(=O)c2ccc(Br)cc2)c1C	/	15.1	0.2	-4.1	3.4	-2.9	-0.1	2.0	/
49	CC(C)(C)c1ccc(C(=O)NNC(=O)c2ccccc2Br)cc1	-3.0	-21.9	-3.5	-0.3	-2.7	2.8	-0.1	1.0	2.3
50	c1nc(NC2CCCCC2)c2[nH]cnc2n1	0.4	0.7	-3.2	-5.6	-0.7	-5.5	0.5	1.0	11.0
51	Cc1ccc(S(=O)(=O)NCC2CCC(C(=O)NCc3cccs3)CC2)cc1 (stereo unspecified)	4.7	4.3	-0.4	0.2	6.9	1.4	-0.3	2.0	-0.1
52	COc1ccc(S(=O)(=O)NC(CCSC)C(=O)NC2CCCCC2)cc1 (stereo unspecified)	1.6	16.6	3.6	-0.2	2.5	-1.5	0.1	2.0	-1.8
53	CCn1c(-c2ccccc2Cl)nn(CC(=O)NCCc2ccccc2)c1=S	1.5	1.4	-1.2	-8.0	-5.0	-5.6	0.0	0.0	0.7
54	CCOc1cc(CNc2ncn[nH]2)ccc1OCC(=O)NC(C)(C)C	-0.1	0.0	2.6	5.2	-6.4	12.1	0.0	0.0	-1.8
55	O=C(c1cc([N+](=O)[O-])cc([N+](=O)[O-])c1)N(Cc1nnc(-c2ccccc2Cl)o1)C1CC1	9.4	-5.7	6.4	2.2	2.3	-1.6	-0.2	0.0	-0.9
56	O=C(COC(=O)c1cc(S(=O)(=O)N2CCOCC2)ccc1F)NCCc1ccc(F)cc1	/	-4.3	/	/	5.7	/	-0.1	1.0	/
57	CC#CCN1c2ccccc2[C@]23C[C@@H](C(=O)OC)N(C(=O)NC(C)(C)C)C2=NC(C(=O)OC)=C(C(=O)OC)[C@H]13	0.7	11.0	0.4	4.3	3.1	2.7	0.1	1.0	3.6
58	O=[N+]([O-])/C=C\c1ccc(N2CCOCC2)cc1	-0.9	20.5	-4.6	-22.1	-1.9	-30.1	0.0	6.0	2.0
59	C#CCOCCOCCOCCNc1nc(N2CCN(C(=O)[C@H](CCC(=O)O)n3cc(CN)nn3)CC2)nc(N2CCN(C(=O)[C@H](CCCN=C(N)N)n3cc(C(N)[C@@H](C)CC)nn3)CC2)n1 (stereo partly specified)	/	28.1	/	/	3.5	/	-0.2	0.0	/
60	CC1Oc2ccccc2C=C1C1/C(=C(/O)c2ccccc2)C(=O)C(=O)N1CCCN(C)C (stereo unspecified)	1.3	7.7	1.0	8.8	7.4	0.3	0.0	0.0	-3.3
61	COc1cccc(NC(=O)c2cccc(C)c2[N+](=O)[O-])c1	-1.8	-2.7	-1.7	0.7	10.4	1.0	-0.1	0.0	0.0
